Compound activity (PubChem)
TCR-CD3 inh = human TCR-CD3 binding inhibition. TAMRA-labeled TCR probe fluorescence, biochemical. inhibition, % at 9.4 µM. actives 0.37% (n = 360,000). AID 651800; in the data active = inhibition above about 19%;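 also: recombinant mutant TCR 2C K166C tagged with TAMRA read by polarization; 0% = receptor in buffer alone and 100% = receptor with positive control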
DDE Tn7 FP inh = DD(E)-Tn7 binding inhibition, primary FP screen | P02675 | FP displacement of FITC-Tn7 peptide from fibrin DD(E); 0% = median of compound wells per plate | inhibition, % at 8.3 µM | actives 0.13% (n = 370,000);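 active = inhibition above the mean of compounds falling within the control limits plus 3 SD of them, cut at about 14% in these data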;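 also: 0% = plate median of compound wells and 100% = 10 µM Aha-Tn7 peptide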
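Test system: human clot-derived fibrin DD(E) complex / Quantity: 2 µM final DD(E) protein / Incubation: 10 min plus 3 h, room temperature / Measured by: fluorescence polarization / Benchmarks: high control of 10 µM Aha-Tn7 peptide / Replicates: singlicate testing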
SIAE inh = blocks human sialic acid acetylesterase; Q9HAT2; SIAE FP-Rh probe binding, fluorescence polarization; inhibition, % at 9.66 µM; actives 0.69% (n = 370,000); AID 1053197;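 active = inhibition above a cutoff: mean of compounds within the control limits plus 3 SD of those, cut at about 17% in these data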;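 also: 0% = plate median of compound wells and 100% = probe without SIAE protein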
LEDGF integ inh = blocks HIV-1 LEDGF/p75-dependent DNA integration. TR-FRET IN-LEDGF/p75 DNA integration, Eu/Cy5. actives 0.64% (n = 370,000). inhibition, % at 3.7 µM. AID 743269;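 active = inhibition above the screen-wide mean plus 3 SD, cut at about 13% in these data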;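 also: signal is the Cy5 over europium emission ratio at 671 and 618 nm; 0% = plate median of compound wells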
TDP2 inh = TDP2 (human) inhibition, absorbance primary screen | O95551 | recombinant TDP2, T5PNP hydrolysis, p-nitrophenol absorbance 415 nm | actives 0.34% (n = 370,000) | inhibition, % at 12.8 µM;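 active = inhibition above the mean of all tested compounds plus 3 SD, set per campaign, cut at about 25% in these data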;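 also: 0% = DMSO with enzyme and 100% = buffer with substrate but no TDP2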
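System: recombinant human TDP2 / Amount: 120 nM TDP2 per well / Also added: 5 mM T5PNP chromogenic substrate / Doses: 12.8 µM single point, 1% DMSO / Incubation: 2 h at 37 °C / Detection: p-Nitrophenol epi absorbance / Evaluation: % inhibition relative to enzyme-containing and enzyme-free wells / Repeats: singlicate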
PRMT1 inh = PRMT1 (human) inhibition, primary screen; recombinant PRMT1, activity-based probe fluorescence polarization; Q99873; inhibition, % at 2.79 µM; actives 1.3% (n = 370,000);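 active = inhibition above about 21% made by adding two undisclosed values, limit read from the data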
Target sequence (Q99873 whole entry, looked up): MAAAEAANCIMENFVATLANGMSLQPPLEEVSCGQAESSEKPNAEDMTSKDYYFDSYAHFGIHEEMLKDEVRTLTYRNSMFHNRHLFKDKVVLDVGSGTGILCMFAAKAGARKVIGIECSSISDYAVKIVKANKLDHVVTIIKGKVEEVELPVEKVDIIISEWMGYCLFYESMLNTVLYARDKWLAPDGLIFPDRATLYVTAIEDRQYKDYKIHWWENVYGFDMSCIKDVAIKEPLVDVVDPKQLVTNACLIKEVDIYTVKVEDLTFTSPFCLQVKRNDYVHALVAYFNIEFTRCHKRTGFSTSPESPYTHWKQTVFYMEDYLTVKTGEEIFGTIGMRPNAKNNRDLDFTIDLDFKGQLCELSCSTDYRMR
proKLK7 act = activators of human kallikrein-7 zymogen; P49862; purified proKLK7, EDANS-DABCYL substrate fluorescence; 100% is mature enzyme control, 0% vehicle; activation, % at 7 µM; actives 0.9% (n = 370,000);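 active = activation above the mean of all tested compounds plus 3 SD, computed per campaign excluding outliers beyond control limits, cut at about 13% in these data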
Target sequence (P49862 whole entry, looked up): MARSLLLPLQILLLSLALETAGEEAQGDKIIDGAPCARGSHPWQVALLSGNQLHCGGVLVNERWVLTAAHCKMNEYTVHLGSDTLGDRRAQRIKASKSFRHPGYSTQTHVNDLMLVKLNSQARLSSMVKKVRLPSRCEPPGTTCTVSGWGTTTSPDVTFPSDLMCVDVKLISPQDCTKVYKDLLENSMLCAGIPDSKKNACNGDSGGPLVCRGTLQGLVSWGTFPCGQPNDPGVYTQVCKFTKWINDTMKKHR
MBD2 DNA inh = blocks human MBD2 binding to methylated DNA; inhibition, % at 4.4 µM; Q9UBB5; TR-FRET, MBD2 binding to methylated oligonucleotide; actives 0.31% (n = 370,000); in the data active = inhibition above about 13%
Target sequence (Q9UBB5 whole entry, looked up): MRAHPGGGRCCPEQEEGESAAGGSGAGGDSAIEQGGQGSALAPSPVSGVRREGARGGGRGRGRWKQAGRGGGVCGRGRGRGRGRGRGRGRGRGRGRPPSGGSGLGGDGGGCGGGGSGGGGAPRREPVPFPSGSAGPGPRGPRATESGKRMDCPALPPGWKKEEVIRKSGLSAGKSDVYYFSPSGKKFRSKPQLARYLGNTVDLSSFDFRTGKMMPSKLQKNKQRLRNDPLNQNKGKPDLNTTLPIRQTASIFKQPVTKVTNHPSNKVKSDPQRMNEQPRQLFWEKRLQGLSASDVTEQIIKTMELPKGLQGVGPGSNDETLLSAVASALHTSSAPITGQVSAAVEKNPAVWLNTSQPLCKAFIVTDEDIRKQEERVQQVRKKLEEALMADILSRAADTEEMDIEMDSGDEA
UHRF1 MBD2 ctr = human UHRF1 methylated DNA binding inhibitors; actives 0.75% (n = 370,000); AID 687016; inhibition, % at 4.4 µM; UHRF1 binding to methylated oligo, TR-FRET; in the data active = inhibition above about 21%;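 also: UHRF1 SRA domain binding a hemimethylated CpG hairpin DNA probe; 0% = median of test compound wells and 100% = reference inhibitor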
DDE Tn6 FP inh = DD(E)-Tn6 binding inhibition, primary FP screen; Fibrin DD(E) TRITC-Tn6 fluorescence polarization displacement; actives 0.21% (n = 370,000); inhibition, % at 8.3 µM;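 active = inhibition above a per-campaign cutoff: mean of compounds within control limits plus 3 SD, cut at about 15% in these data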;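 also: 0% = median of all compound wells on the plate and 100% = blocking peptide control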
Numbers without * were called inactive. Rows are unselected. About 4.6% of those tested had a hit in this group.

Values run as follows: TCR-CD3 inh, DDE Tn7 FP inh, SIAE inh, LEDGF integ inh, TDP2 inh, PRMT1 inh, proKLK7 act, MBD2 DNA inh, UHRF1 MBD2 ctr, DDE Tn6 FP inh
- CCOC(=O)C1(Cc2cccc(OC)c2)CCN(Cc2ccon2)CC1
→ -3.2, 4.3, 1.3, 1.0, -10.9, 4.0, -0.4, 6.0, 2.0, -4.6
- CC(C)c1ccc(N(C(=O)c2snc(C(N)=O)c2N)C(C(=O)NC2CCCC2)c2ccncc2)cc1 (centres undefined)
→ -3.9, 0.8, -4.1, -0.6, -8.9, -2.4, -1.1, -0.6, -1.2, -1.0
- COc1ccc(S(=O)(=O)N(CC(=O)NCCCN(C)C)c2ccc(C)cc2)cc1OC
→ 2.3, -5.2, 2.6, -1.2, -10.2, -4.5, -0.5, 3.4, -3.6, -3.1
- Cc1sc(NC(=O)C2C3C=CC(C3)C2C(=O)O)c(C(N)=O)c1-c1ccc(C(C)C)cc1 (centres undefined)
→ 2.2, -1.6, -3.5, -1.3, -12.3, 1.9, -0.1, 6.1, 0.4, 4.1
- CN(CC(=O)O)C(=O)c1ccccc1
→ -1.0, -4.4, 0.0, 5.6, -6.4, -7.2, -0.4, -3.1, -1.8, -11.2
- COC1=CC(=O)OC12CCCCC2
→ 5.6, 1.5, -1.1, -2.4, 1.9, -0.4, -0.5, 1.8, -0.9, -5.6
- C(=N\Nc1ccc2ccccc2n1)/c1ccc2c(c1)OCO2
→ -6.7, 1.0, 5.0, -0.1, -10.6, 6.3, -1.4, 1.1, 2.1, -2.3
- Cc1ccc2cc(C(c3nnnn3Cc3ccccc3)N3CCc4ccccc43)c(=O)[nH]c2c1 (centres undefined)
→ 1.2, -4.7, 0.9, 1.3, 12.3, 10.2, -2.4, -6.9, -8.0, -0.9
- O=C(N/N=C/c1cc2c(cc1Cl)OCO2)c1cccc(Br)c1
→ -0.9, -1.1, -0.5, -1.2, 5.6, 3.9, -0.1, 2.0, 38.9*, 0.1
- COc1ccccc1CN1C(=NC(=O)CCC2CCCC2)SC2CS(=O)(=O)CC21 (centres undefined)
→ 11.6, -3.2, 0.1, 0.5, 8.3, 1.5, 0.7, 1.4, -7.1, 0.2
- O=C(CSc1nc2cc(Cl)ccc2o1)N1CCOCC1
→ -1.2, -5.1, 9.1, 3.6, -7.6, 0.4, 0.4, -3.2, 1.1, -6.0
- O=c1[nH]c(NCCO)nc2c1C1(CCCCC1)Cc1ccccc1-2
→ -1.3, -3.7, -1.6, 0.0, 0.0, 1.3, -9.6, 1.3, 0.4, -10.0
- O=C(Nc1cc(S(=O)(=O)N2CCOCC2)ccc1O)c1ccc2c(c1)S(=O)(=O)c1ccccc1C2=O
→ 0.4, 1.4, 1.0, -1.0, 5.7, 21.5*, -0.6, -5.6, -2.4, -2.8
- Cc1ccc(CNC(=O)C(=O)NCC2OCCN2C(=O)c2ccc(Cl)cc2)cc1 (centres undefined)
→ 7.7, 1.5, 6.2, -3.9, 5.9, -3.0, -0.1, 0.3, -1.1, -2.9
- O=C(Nc1ccncc1)C1COc2ccccc2O1 (centres undefined)
→ 0.7, 3.0, 5.9, 0.0, 3.1, 0.0, -0.1, -0.1, -2.7, 3.6

(more compounds)
Values run as follows: TCR-CD3 inh, DDE Tn7 FP inh, SIAE inh, LEDGF integ inh, TDP2 inh, PRMT1 inh, proKLK7 act, MBD2 DNA inh, UHRF1 MBD2 ctr, DDE Tn6 FP inh
- NC(Cc1ccc(Cl)cc1)c1csc(Nc2ccc(-c3ccccc3)nn2)n1 (centres undefined)
→ 2.2, -0.3, 0.8, 4.2, -2.4, -3.4, -0.3, -0.3, -2.2, -5.9
- COc1ccc(CN2C(=O)COc3ccccc32)cc1
→ 5.2, 1.0, -2.9, -1.1, 2.9, -4.1, -0.2, 1.5, 4.0, -2.3
- CCC(=O)Nc1cccc(C2=NOC3(C2)C[C@@H](C(N)=O)N(C(=O)COc2ccc(Cl)cc2)C3)c1 (some centres undefined)
→ 0.7, -4.8, -5.9, 3.5, -1.7, -1.5, 0.3, -0.4, 1.1, -9.2
- CN(C(=O)CSc1ccc(S(=O)(=O)N2CCCCC2)cn1)c1ccccc1
→ -5.5, 9.8, 1.5, -5.0, -6.5, 6.8, -0.5, 1.5, -0.7, 5.2
- COc1cc2nc(SCc3ccc(C(F)(F)F)cc3)n(Cc3cccs3)c(=N)c2cc1OC
→ 3.5, 7.0, -4.4, -1.6, -6.1, 1.0, -0.2, 6.8, 0.0, 11.4
- O=C(NNc1nc(-c2ccccc2)cs1)c1ccc(F)cc1
→ 0.9, -1.1, 0.1, 3.9, 3.2, 10.6, -0.4, 0.5, 0.7, -3.8
- NC(=S)N/N=C1\CCSc2ccc(Cl)cc21
→ -6.5, 7.9, -6.0, -6.9, -10.7, 19.3, -8.2, 1.2, 5.7, -12.0
- COc1cccc(-c2nc3c(c(=O)[nH]c(=O)n3Cc3ccccc3)n2CCO)c1OC(F)F
→ -10.5, -6.6, -0.8, -0.1, -11.7, -1.3, 0.8, -0.5, 2.8, 3.4
- O=C(COc1ccccc1)Nc1ccc(S(=O)(=O)N2CCCC2)cc1
→ -6.9, 8.1, 2.9, 4.3, -5.3, 3.8, -0.5, 1.0, 3.6, -1.0
- CCOC(=O)C1CCN(C(=O)c2ccc(OCC)c(OCC)c2)CC1
→ 6.0, -1.3, 4.1, 0.3, -2.6, -4.0, 0.1, 4.9, -0.5, -2.0
- COC(=O)C[C@H]1C=C[C@@H](NC(=O)Cc2cccnc2)[C@@H](CO)O1
→ -10.7, -0.1, -1.0, -0.2, 4.4, 6.2, -0.2, 2.6, 2.2, -6.1
- COC(=O)c1cc(=O)c2cccc(OC)c2[nH]1
→ -1.1, 0.6, 1.4, 2.6, 9.2, -0.7, 195.7*, -6.6, -2.1, -10.2
- c1ccc(CCNc2ncnc3scc(C4COc5ccccc5O4)c23)cc1 (centres undefined)
→ 2.7, -8.8, -2.7, -2.0, -10.4, -0.4, 0.2, 1.6, 15.5, 5.5
- Cc1cccc(OCc2nnc(SCC(=O)Nc3ccc(C)c(Cl)c3)o2)c1
→ 3.2, 1.6, 4.7, -1.4, -11.4, 4.3, -0.3, -0.8, 3.0, 8.3
- O=C(c1ccco1)N1CCN(S(=O)(=O)c2ccc(F)cc2)CC1
→ -0.5, 5.4, 0.2, 1.3, 0.3, 0.6, 0.1, -2.4, 5.6, -5.2

Later entries.
Short forms – A = TCR-CD3 inh; B = DDE Tn7 FP inh; C = SIAE inh; D = LEDGF integ inh; E = TDP2 inh; F = PRMT1 inh; G = proKLK7 act; H = MBD2 DNA inh; I = UHRF1 MBD2 ctr; J = DDE Tn6 FP inh
O=C(NCCNCCO)C1(C(F)(F)F)C/C(=C\Cc2ccccc2)CCCO1 (centres undefined)
  A = -2.4; B = 3.4; C = 4.3; D = -0.3; E = -0.3; F = -5.1; G = 0.8; H = -4.6; I = 1.0; J = 0.3
O=c1c(CN2CCN(c3ccccn3)CC2)coc2ccccc12
  A = 0.1; B = -3.1; C = 0.9; D = 1.9; E = 6.5; F = -2.9; G = -0.5; H = -2.3; I = -1.8; J = -1.5
CCCCN1CN(S(=O)(=O)c2cccs2)c2nc3ccccc3nc21
  A = -0.1; B = -2.4; C = 6.2; D = -9.7; E = -5.9; F = -0.9; G = 1.9; H = -2.0; I = -2.2; J = 2.7
COc1ccc(-n2c(N)c(C(=O)NCc3ccco3)c3nc4ccccc4nc32)cc1OC
  A = 0.2; B = 0.1; C = -0.8; D = 3.8; E = -2.7; F = 3.1; G = -1.7; H = -1.3; I = 47.0*; J = 1.2
COc1cc(C(=O)NCc2nnc(SCC(=O)N3CCCc4ccccc43)o2)cc(OC)c1OC
  A = 1.3; B = -1.0; C = 3.3; D = 1.9; E = -13.9; F = -2.7; G = 0.6; H = -2.5; I = 4.1; J = -2.1
O=C1CC2(CCCCCC2)Oc2ccc(Cl)cc21
  A = 3.6; B = 1.0; C = -5.1; D = 3.3; E = 4.8; F = -2.2; G = -2.9; H = -2.0; I = 1.1; J = 4.3
Cc1cc2cc3c(cc2nc1SCC(=O)O)OCCO3
  A = -4.6; B = -6.5; C = -2.2; D = 8.7; E = -2.9; F = 1.9; G = 0.4; H = 0.2; I = 0.6; J = -3.3
CCCN(C(=O)Cc1coc2cc(C)c(C)cc12)c1c(N)n(Cc2ccccc2)c(=O)[nH]c1=O
  A = -4.7; B = -2.9; C = 3.4; D = -0.8; E = -13.8; F = 6.7; G = -0.2; H = 2.8; I = 6.1; J = -1.1
N#Cc1ccc(NC(=O)c2nc(-c3ccccc3)n(-c3ccccc3)n2)cc1
  A = 2.3; B = -8.4; C = -2.0; D = 3.1; E = -7.2; F = -1.3; G = -0.2; H = 7.8; I = 2.5; J = 2.1
CCN(C(=O)CSc1nnc(-c2ccc(OC)cc2)n1C(C)C)C1CCS(=O)(=O)C1 (centres undefined)
  A = -8.8; B = 5.0; C = -1.5; D = -1.2; E = -13.8; F = 8.9; G = -0.7; H = 7.0; I = 4.5; J = -1.0
COc1cc(CC(=O)Nc2ccc3nc(C)sc3c2)cc(OC)c1OC
  A = 3.7; B = -2.0; C = 3.1; D = 0.9; E = 11.8; F = 2.2; G = 0.3; H = 0.3; I = 17.2; J = 7.8
CCN1CCN(c2oc(/C=C/c3ccccc3)nc2C#N)CC1
  A = -4.5; B = 1.0; C = 0.5; D = 2.0; E = -1.6; F = 0.6; G = 11.4; H = 4.4; I = -1.6; J = 1.0
Cc1ccc(C(C(=O)NC2CCCC2)N(C(=O)c2csnn2)C2CCCC2)o1 (centres undefined)
  A = 4.6; B = -12.4; C = 3.5; D = 3.0; E = -2.8; F = 1.9; G = 0.1; H = 3.1; I = 0.4; J = -5.5
CC(Oc1ccc(Cl)cc1)C(=O)OCC(=O)Nc1ncc(Cl)cc1Cl (centres undefined)
  A = -9.5; B = -5.8; C = -9.0; D = -2.6; E = 6.3; F = 1.5; G = -1.0; H = 5.2; I = 4.8; J = -2.6
CN(CC(=O)Nc1ccc(Cl)cc1)CC(=O)Nc1cccc(Br)c1
  A = 3.0; B = 0.1; C = -9.7; D = -4.1; E = -10.9; F = 2.8; G = 0.3; H = 2.3; I = 0.3; J = -8.2

A second format for some results above.
TCR-CD3 inh	DDE Tn7 FP inh	SIAE inh	LEDGF integ inh	TDP2 inh	PRMT1 inh	proKLK7 act	MBD2 DNA inh	UHRF1 MBD2 ctr	DDE Tn6 FP inh	SMILES
3.6	1.0	-5.1	3.3	4.8	-2.2	-2.9	-2.0	1.1	4.3	O=C1CC2(CCCCCC2)Oc2ccc(Cl)cc21
-0.1	-2.4	6.2	-9.7	-5.9	-0.9	1.9	-2.0	-2.2	2.7	CCCCN1CN(S(=O)(=O)c2cccs2)c2nc3ccccc3nc21
3.7	-2.0	3.1	0.9	11.8	2.2	0.3	0.3	17.2	7.8	COc1cc(CC(=O)Nc2ccc3nc(C)sc3c2)cc(OC)c1OC
2.3	-8.4	-2.0	3.1	-7.2	-1.3	-0.2	7.8	2.5	2.1	N#Cc1ccc(NC(=O)c2nc(-c3ccccc3)n(-c3ccccc3)n2)cc1
0.1	-3.1	0.9	1.9	6.5	-2.9	-0.5	-2.3	-1.8	-1.5	O=c1c(CN2CCN(c3ccccn3)CC2)coc2ccccc12
